Tb PGK inh: T. brucei PGK inhibition; PGK/GAPDH coupled, Kinase-Glo luminescence, 60 min; Potency, µM (series often up to 57.5 µM), inactives show at the highest dose activity change, negative = inhibition, most hits filed as inhibitors; 0.043% of 380,000 active; note: potency is the fitted concentration of half-maximal effect; % is set by controls: 0 for no effect and ±100 for the full control effect; nearly all actives have a fitted effect of over 60% in size
Target sequence (P07378 whole entry, looked up): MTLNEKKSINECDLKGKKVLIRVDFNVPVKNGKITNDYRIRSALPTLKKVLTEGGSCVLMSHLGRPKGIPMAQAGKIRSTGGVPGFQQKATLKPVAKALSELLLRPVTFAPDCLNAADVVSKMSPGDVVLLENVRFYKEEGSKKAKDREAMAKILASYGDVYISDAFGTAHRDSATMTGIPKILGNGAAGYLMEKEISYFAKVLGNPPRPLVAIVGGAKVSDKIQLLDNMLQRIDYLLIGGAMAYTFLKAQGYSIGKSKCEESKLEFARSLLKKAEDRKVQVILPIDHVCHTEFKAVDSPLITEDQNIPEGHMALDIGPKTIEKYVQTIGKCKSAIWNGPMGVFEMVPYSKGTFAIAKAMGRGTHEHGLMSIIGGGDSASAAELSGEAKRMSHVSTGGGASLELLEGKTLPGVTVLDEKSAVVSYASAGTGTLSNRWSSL
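Recombinant glycosomal PGK reaction used 1,3-bisphosphoglycerate generated in-well by GAPDH (100nM final) in 100mM TEA pH 7.6, 5mM MgCl2, 0.01% Tween-20. After 60 minutes at room temperature, ATP was read by Kinase-Glo Plus luminescence end-point.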
POLK inh: blocks human DNA polymerase kappa activity; purified Pol kappa, fluorescent DNA synthesis assay, 10 min; Potency, µM (top dose mostly 107 µM), inactives show top-dose activity, negative = inhibition, usual class: inhibitors; 0.53% of 400,000 active; note: potency is the fitted concentration of half-maximal effect; % is set by controls: 0 for no effect and ±100 for the full control effect
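10 nM Pol kappa preincubated 15 min at room temperature with compounds, then reaction started with substrate at 50 nM final. Fluorescence read kinetically at 0 and 10 min; buffer-only wells served as negative control.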
Pol beta inh: DNA polymerase beta (human) inhibition; P06746; Pol beta primer extension/strand displacement, fluorescence kinetic; Potency, µM (series often up to 114 µM), without a hit: top-dose activity change, negative = inhibition, usual class: inhibitors; 1.3% of 340,000 active; AID 485314; note: potency is the fitted concentration of half-maximal effect; % is set by controls: 0 for no effect and ±100 for the full control effect
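Reaction started by 50 nM substrate onto compound-treated Pol beta (10 nM, 15 min preincubation, room temperature); plates read at 0 min and 10 min. Normalized concentration-effect data fitted by four-parameter Hill equation.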
Anesthetic bind: candidate novel general anesthetic via apoferritin binding | AID 485281 | 0.074% of 350,000 active | P02791 | Potency, µM (titrated, usually from 77.5 µM), for inactives: at the top dose activity change, negative = displacement, usual class: inhibitors | apoferritin/1-aminoanthracene competitive binding, fluorescence; note: potency is the fitted concentration of half-maximal effect; % is set by controls: 0 for no effect and ±100 for the full control effect; nearly all actives have a fitted effect of over 20% in size
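Horse-spleen apoferritin (10 uM) was mixed with 50% saturated 1-aminoanthracene in PBS, exposed to compounds for 10 min at room temperature, and read for fluorescence (ex 380 nm, em 535 nm). Competitive displacement was fitted with a four-parameter Hill equation.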
Pol eta inh: blocks human DNA polymerase eta activity; Potency, µM (top dose mostly 114 µM), inactives show top-dose activity change, negative = inhibition, most hits filed as inhibitors; recombinant Pol eta, fluorescent DNA replication assay; AID 588591; 1.2% of 390,000 active; note: potency is the fitted concentration of half-maximal effect; % is set by controls: 0 for no effect and ±100 for the full control effect
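Pol eta (10 nM) was preincubated with compounds for 15 min at room temperature, after which fluorescent replication substrate (50 nM final) was added to start the reaction. Fluorescence was read kinetically at 0 and 10 min.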
RXFP1 antagonist: RXFP1 (human) relaxin receptor antagonism | Q9HBX9 | HEK293-RXFP1, relaxin-stimulated cAMP HTRF, 30 min; active compounds read low | activity change, negative = inhibition, % at 57.5 µM | 0.59% of 350,000 active | AID 1259400;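 active = activity change of -60% or lower, but not beyond a set lower limit; inconclusive = change between -60% and -40%, or beyond the set limit; inactive = change above -40%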; note: % is set by controls: 0 for no effect and ±100 for the full control effect
APE1 inh: APE1 (human) endonuclease inhibition; P27695; recombinant APE1, TAMRA/BHQ-2 abasic DNA cleavage fluorescence; 0.35% of 350,000 active; AID 2517; Potency, µM (series often up to 65.8 µM), without a hit: at the highest dose activity change, negative = inhibition, most hits filed as inhibitors;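 note: potency is the fitted concentration of half-maximal effect; plate controls were vehicle for no effect and reference inhibitor for full effect; nearly all actives have a fitted effect of over 55% in size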
Target sequence (P27695 whole entry, looked up): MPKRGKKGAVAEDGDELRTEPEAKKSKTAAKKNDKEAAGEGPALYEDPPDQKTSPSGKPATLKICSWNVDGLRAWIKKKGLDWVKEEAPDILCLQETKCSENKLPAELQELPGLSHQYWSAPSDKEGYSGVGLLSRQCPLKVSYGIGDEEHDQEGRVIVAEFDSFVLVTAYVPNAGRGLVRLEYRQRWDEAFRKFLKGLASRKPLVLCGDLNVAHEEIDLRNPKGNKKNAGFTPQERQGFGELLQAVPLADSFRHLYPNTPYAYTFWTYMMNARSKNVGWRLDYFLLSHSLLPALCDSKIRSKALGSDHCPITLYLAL
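Substrate: short duplex with […] THF abasic site, 5'-TAMRA and 3'-BHQ-2, 50 nM final. APE1 at 0.75 nM, preincubated 15 min RT with compound. Fluorescence increase from first to third read measured activity.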
BLM helicase inh: blocks DNA unwinding by human BLM helicase. AID 2528. Potency, µM (doses to about 56.1 µM), for the others: top-dose activity change, negative = inhibition, usual class: inhibitors. recombinant BLM DNA unwinding, fluorescence dequenching. P54132. 0.2% of 350,000 active;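 note: potency is the fitted concentration of half-maximal effect; plate controls were vehicle for no effect and no enzyme for full effect; nearly all actives have a fitted effect of over 35% in size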
POLI inh: DNA polymerase iota (human) inhibition. Pol iota fluorescent replication assay, 10 min. Potency, µM (highest dose often 115 µM), for inactives: at the highest dose activity, negative = inhibition, most hits filed as inhibitors. 1% of 390,000 active; note: potency is the fitted concentration of half-maximal effect
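Pol iota at 10 nM preincubated 15 min with compounds at room temperature; reaction started with fluorescent substrate, 50 nM final. Fluorescence read kinetically at 0 and 10 min; buffer-only wells as negative control.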
* marks the source's active call; other numbers are inactive results; i = inactive; u = inconclusive; x = not tested or not shown; [ ] = remark or other dose. Unless noted, calls come from the whole dose curve; as a rule, active = well fitted curve in the direction sought with a large enough effect; inconclusive = small, poorly fitted or top-dose-only effect, or another doubt; inactive = no such curve, though single readings can be large; an effect the other way counts as inactive or inconclusive. An excerpt; rates above refer to the full screens.

1) Cc1ccc(NC(=O)C2CCN(S(=O)(=O)c3ccc4c(c3)NC(=O)C(C)S4)CC2)cc1Cl (stereo not given)
2) N#CC(CC(=O)c1ccc(Cl)cc1)c1ccccc1 (stereo not given)
3) COc1ccc(C2CC(=O)C(C=NCCN3CCN(C(=S)Nc4ccccc4)CC3)=C(O)C2)cc1 (stereo not given)
4) COc1ccc(OCCNS(=O)(=O)c2cccc([N+](=O)[O-])c2)cc1
5) COc1ccc(Cl)c(S(=O)(=O)N2CCCC2)c1
Compound	1	2	3	4	5
Tb PGK inh	1.8%	-8.9%	i	4.4%	i
POLK inh	1.2%	-8.4%	6.4%	-4.9%	3.7%
Pol beta inh	-2.6%	x	2.7%	3.5%	-3.8%
Anesthetic bind	4.9%	x	-8.4%	-5.5%	-3.1%
Pol eta inh	-6.9%	-16.6%	-12.2%	-21.9%	-8.9%
RXFP1 antagonist	0.9	-3.1	-18.3	-3.0	4.9
APE1 inh	-5.8%	x	-8.9%	3.2%	-3.5%
BLM helicase inh	-8.4%	x	-8.6%	-5.1%	-1.7%
POLI inh	1.6%	-15.8%	19.5%	122.4%[activator]	31.2%[activator]

6) Cc1nn(-c2ccccc2)c2nc(N)c(C#N)c(-c3ccc(O)c(O)c3)c12
7) C#CCn1cc(/C=C2\NC(=O)NC2=O)c2ccccc21
8) CCOCCc1c(O)nc(SC)[nH]c1=O
9) COc1ccc(C(=O)Nc2cc3c(cc2C#N)OCO3)cc1S(=O)(=O)N1CCN(C)CC1
10) CC1=CC(C)(C)C(C(=O)O)C(C(=O)O)C1 (stereo not given)
Compound	6	7	8	9	10
Tb PGK inh	-10.3%	-5.7%	7.4%	4.3%	i
POLK inh	-3.4%	u	-5.4%	0.0%	-3.1%
Pol beta inh	u	35.5µM*	-3.4%	u	2.9%
Anesthetic bind	-4.3%	-2.1%	2.2%	-7.7%	-2.0%
Pol eta inh	50.1µM*	u	-1.6%	-8.8%	-3.7%
RXFP1 antagonist	-11.1	-31.5	1.0	3.0	-11.3
APE1 inh	-20.4%	u	65.7%[activator]	-0.5%	0.0%
BLM helicase inh	-13.0%	-29.5%	-1.7%	0.2%	0.1%
POLI inh	u	u	-5.5%	-7.3%	0.0%

11) Cc1ccc(Cl)cc1N1CCN(C(=O)COc2cc(=O)n(C)c3ccccc23)CC1
12) COc1ccc(C(=O)NC2CCCCCC2)cc1S(=O)(=O)Nc1ccc(Br)cc1
13) COc1cccc(CN(Cc2cccnc2)S(=O)(=O)c2ccc(-n3cnnn3)c(C)c2)c1OC
14) COC(=O)c1ccccc1NC(=O)c1ccc(COc2ccc(C)c(C)c2)o1
15) Cc1c([N+](=O)[O-])c([N+](=O)[O-])nn1CC(=O)N1CCCCC1
Compound	11	12	13	14	15
Tb PGK inh	i	-9.0%	i[11.5 µM]	-2.8%	-5.7%
POLK inh	2.8%	0.7%	-5.6%	-8.4%	-3.1%
Pol beta inh	21.6%	35.4%	-6.2%	0.7%	47.6%
Anesthetic bind	2.3%	-15.7%	-22.5%	-22.6%	-6.7%
Pol eta inh	-19.1%	-3.1%	-14.3%	-21.9%	-11.1%
RXFP1 antagonist	x	-16.8	-10.0	-7.7	-4.5
APE1 inh	x	-8.1%	0.5%	-2.3%	-4.4%
BLM helicase inh	-8.6%	-1.9%	-0.3%	-8.8%	2.4%
POLI inh	42.6%[activator]	7.0%	18.4%	-12.2%	1.1%

A second format for part of the listing above:
(11) Cc1ccc(Cl)cc1N1CCN(C(=O)COc2cc(=O)n(C)c3ccccc23)CC1
  Tb PGK inh: i
  POLK inh: 2.8%
  Pol beta inh: 21.6%
  Anesthetic bind: 2.3%
  Pol eta inh: -19.1%
  RXFP1 antagonist: x
  APE1 inh: x
  BLM helicase inh: -8.6%
  POLI inh: 42.6%[activator]

(12) COc1ccc(C(=O)NC2CCCCCC2)cc1S(=O)(=O)Nc1ccc(Br)cc1
  Tb PGK inh: -9.0%
  POLK inh: 0.7%
  Pol beta inh: 35.4%
  Anesthetic bind: -15.7%
  Pol eta inh: -3.1%
  RXFP1 antagonist: -16.8
  APE1 inh: -8.1%
  BLM helicase inh: -1.9%
  POLI inh: 7.0%

(13) COc1cccc(CN(Cc2cccnc2)S(=O)(=O)c2ccc(-n3cnnn3)c(C)c2)c1OC
  Tb PGK inh: i[11.5 µM]
  POLK inh: -5.6%
  Pol beta inh: -6.2%
  Anesthetic bind: -22.5%
  Pol eta inh: -14.3%
  RXFP1 antagonist: -10.0
  APE1 inh: 0.5%
  BLM helicase inh: -0.3%
  POLI inh: 18.4%

(14) COC(=O)c1ccccc1NC(=O)c1ccc(COc2ccc(C)c(C)c2)o1
  Tb PGK inh: -2.8%
  POLK inh: -8.4%
  Pol beta inh: 0.7%
  Anesthetic bind: -22.6%
  Pol eta inh: -21.9%
  RXFP1 antagonist: -7.7
  APE1 inh: -2.3%
  BLM helicase inh: -8.8%
  POLI inh: -12.2%

Next structures follow.
16) CC(C)[C@H](NC(=O)c1ccccc1F)C(=O)OCC(=O)NC(=O)NC1CCCCC1
17) CCCCCn1c(=O)[nH]c2cc(C(=O)NCCCN3CCCCC3CC)ccc2c1=O (stereo not given)
18) CCOc1cccc(CN2CCN(Cc3ccc(C)o3)C(CCO)C2)c1O (stereo not given)
19) COc1ccc(OC)c(NC(=O)c2ccccc2SC)c1
20) CC(=O)NCCc1ccc(S(=O)(=O)Nc2ccc(NC(=O)c3ccc(F)cc3)cc2)cc1
Compound	16	17	18	19	20
Tb PGK inh	6.5%	-3.9%	-7.5%	1.4%	-8.5%
POLK inh	-16.3%	-17.5%	-3.2%	-14.7%	-3.1%
Pol beta inh	x	0.9%	-1.6%	-25.1%	4.3%
Anesthetic bind	x	-11.1%	-11.4%	-16.8%	3.3%
Pol eta inh	-24.4%	-9.9%	-14.3%	-4.4%	-17.9%
RXFP1 antagonist	-14.9	-13.5	-8.6	4.8	-22.6
APE1 inh	22.1%	15.7%	-3.8%	-2.7%	78.2%[activator]
BLM helicase inh	x	2.2%	-0.9%	-1.6%	-6.9%
POLI inh	48.9%[activator]	96.2%[activator]	7.4%	4.3%	-16.1%

21) Cc1cc(C(=O)NCCCn2ccnc2)sc1-c1ccccc1
22) CC(C)[C@H](NC(=O)c1ccccc1)C(=O)OCC(=O)N1CCCc2ccccc21
23) Nc1c(-c2ccccc2)nc(Cl)nc1-c1ccccc1
24) Cc1ccc(CN2CC(C(=O)NC(c3nc4ccccc4[nH]3)C(C)C)CC2=O)cc1 (stereo not given)
Compound	21	22	23	24
Tb PGK inh	i	-10.2%	7.0%	-4.7%
POLK inh	0.6%	-3.0%	-6.9%	1.3%
Pol beta inh	u	2.7%	8.9%	x
Anesthetic bind	7.4%	-19.1%	363.3%[activator]	x
Pol eta inh	-11.3%	-0.5%	-8.9%	0.7%
RXFP1 antagonist	23.6	-3.8	-3.8	5.3
APE1 inh	-0.3%	4.4%	-4.6%	21.9%
BLM helicase inh	1.8%	-3.6%	-1.2%	x
POLI inh	-8.3%	u	-0.1%	-8.1%

Compound activity as filed in PubChem.
